# VHR inh color: VHR1 (DUSP3) phosphatase inhibition. 50,000 compounds, 0.7% hits. recombinant VHR phosphatase, colorimetric substrate read-out. P51452. inhibition, % at 20 µM. AID 1992; in the data active = inhibition above about 60%; note: some results filed as inactive read as strong as hits
# Target sequence (P51452 whole entry, looked up): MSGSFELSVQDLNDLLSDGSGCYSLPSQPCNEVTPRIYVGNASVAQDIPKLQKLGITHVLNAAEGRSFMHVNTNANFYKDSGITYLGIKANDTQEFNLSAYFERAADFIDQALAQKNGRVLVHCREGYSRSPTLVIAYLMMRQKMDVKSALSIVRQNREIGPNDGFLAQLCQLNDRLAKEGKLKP
# * hit, by the source's call.
SMILES | VHR inh color
CC(=O)Oc1cccc(N2C(=O)C3C4C=CC(C4)C3C2=O)c1 (centres undefined) | -27
O=c1[nH]c(SCc2nc3ccccc3[nH]2)nc2ccccc12 | -9
Cc1ccc(S(=O)(=O)Nc2sc(Cc3ccccc3)c(C)c2C(N)=O)cc1 | 20
COC(=O)c1ccc(NC(=O)COc2c(C)cccc2C)cc1 | -6
CC(CNC(=O)Nc1cccc(Cl)c1)NC(=O)Nc1cccc(Cl)c1 (centres undefined) | -50
CCOc1ccccc1CN(CCc1ccc2c(c1)OCO2)Cc1cc(OC)ccc1OC | -7
CCOC(=O)c1c(NC(=O)c2cccs2)sc(C(=O)Nc2ccc(OC)cc2OC)c1C | -6
COc1ccc(/C=C/C(=O)c2ccc(F)cc2)c(OC)c1 | 4
CCOC(=O)c1c(NC(=O)COc2ccc(-c3ccccc3)cc2)sc(C(C)=O)c1C | -2
COc1ccc(-c2nc3ccccc3c(=O)o2)c(OC)c1 | -15
O=C(c1cccc([N+](=O)[O-])c1)c1ccc2c(c1)C(=O)N(c1cccc(-c3nc4ccccc4o3)c1)C2=O | -11
O=C1CC(c2cc(Br)ccc2F)c2ccc3ccccc3c2N1 (centres undefined) | -15
Cc1ccc2c(Cl)c(C(=O)Nc3nc(-c4ccccc4)cs3)sc2c1 | 2
CC1CCN(Cc2c(O)ccc3c(=O)c(-c4ccc(Cl)cc4)coc23)CC1 | 10
Cc1nn(C(c2ccccc2)C(O)(c2ccccc2)c2ccccc2)c(C)c1Br (centres undefined) | -6

# Among those listed so far, three have two or more sulfur atoms.
SMILES | VHR inh color
Cc1ccc(S(=O)(=O)Nc2sc(Cc3ccccc3)c(C)c2C(N)=O)cc1 | 20
CCOC(=O)c1c(NC(=O)c2cccs2)sc(C(=O)Nc2ccc(OC)cc2OC)c1C | -6
Cc1ccc2c(Cl)c(C(=O)Nc3nc(-c4ccccc4)cs3)sc2c1 | 2

# Next entries
SMILES | VHR inh color
COc1cc(/C=C2/C(=O)NC(=O)N(c3ccc(C(C)C)cc3)C2=O)cc(OC)c1O | 27
Cc1ccc(N2CC(C(=O)Nc3cccc(C)c3)CC2=O)cc1 (centres undefined) | 11
COc1ccccc1NC(=O)C1=C(C)NC(SCC(N)=O)=C(C#N)C1c1ccco1 (centres undefined) | 8
CCOc1ccc(-c2cc(C)n3nc(C(=O)Nc4cc(OC)c(Cl)cc4OC)cc3n2)cc1 | 2
N#C/C(=C\c1ccc(N2CCOCC2)o1)C(=O)NCC1CCCO1 (centres undefined) | 10
COc1cc(NS(=O)(=O)c2ccc(F)cc2)c(OC)cc1NC(C)=O | -5
O=C(Nc1cc(C(F)(F)F)cc(C(F)(F)F)c1)c1cc2ccccc2o1 | -6
COC(=O)C1=C(C)N(C)C(C)=C(C(=O)OC)C1c1cccc(F)c1 | 6
COc1cc(/C=N/Nc2ccc3ccccc3n2)cc(Br)c1O | 8
O=C(NC1CCCCC1)C1COc2ccccc2O1 (centres undefined) | -31
COc1ccc(N/C=C(/C2=CC(=O)C=CC2=O)[N+](=O)[O-])cc1 | 16
Cc1ccc(C(=O)O/N=C(\N)c2ccc(C)cc2)cc1 | -2
CC(C)c1ccc(-c2nn(-c3ccccc3)cc2/C=N/O)cc1 | -25
O=C(Nc1cccc(Cl)c1)N(c1ccccn1)c1ccccn1 | -6
CCN(CC)c1ccc(C(=O)Nc2nccs2)cc1 | 18
COc1ccc(N(CC(=O)Nc2ccc(C(C)=O)cc2)S(=O)(=O)c2ccccc2)cc1Cl | -11
COc1cc(C2c3c(-c4ccccc4)n[nH]c3C(=O)N2c2ccccc2)ccc1O (centres undefined) | -15
CCC(C(=O)Nc1ccc(Br)cc1F)c1ccccc1 (centres undefined) | -8
O=[N+]([O-])c1ccc(N2CCOCC2)cc1NCCCO | -14
C=C(C)c1cccc(C(C)(C)NC(=O)N(C)C2CCN(C)CC2)c1 | -6
CCCC1CCc2c(sc(NC(=O)c3ccccc3F)c2C(N)=O)C1 (centres undefined) | -27
CCNC(=O)N1c2ccc(OCC)cc2C(C)=CC1(C)C | -5
O=C(CCCN1C(=O)c2cccc3cccc(c23)C1=O)N1CCCCC1 | 2
CC(C)CNC(=O)C(=O)Nc1ccc(Oc2ccccc2)cc1 | -26
COc1ccc(C(=O)Oc2cccc(C(=S)N3CCOCC3)c2)cc1 | 24
Cc1ccc(S(=O)(=O)N(Cc2ccccc2)c2ccccc2C(=O)N2CCOCC2)cc1 | -34
CC1=NN(C(=O)c2ccc(Br)cc2)C(O)(c2ccccc2)C1 (centres undefined) | -5
Cn1cc(C(=O)N/N=C/c2cccc([N+](=O)[O-])c2)ccc1=O | -10
O=C(O)C1CCCCN1Cc1ccccc1 (centres undefined) | 1
CC(C)c1ccc(NC(=O)CC2SC(N)=NC2=O)cc1 (centres undefined) | -13
CCN(CC)c1ccc(NC(=O)Cc2ccc(OC)c(OC)c2)cc1 | 2
COc1ccc(OCC(=O)Nc2ccccc2OC)cc1 | -19
O=C(Sc1nc2ccccc2[nH]1)c1ccccc1 | 8
Cc1ccc(N(CC(=O)Nc2cccc3ccccc23)S(=O)(=O)c2ccccc2)cc1 | -11
O=C(Nc1ccc(-c2nc3cc(Cl)ccc3o2)cc1)c1ccc(Br)o1 | -3
O=C(Nc1ccccc1)C(=Cc1ccccc1F)NC(=O)c1ccccc1 | 33
Cc1ccc(Cl)c(OCCCN2CCCCC2)c1 | -13
O=C(NC1CCN(Cc2ccccc2)CC1)c1ccc(F)cc1 | -19
COc1cccc(C(=O)O/N=C(\N)c2ccccc2)c1 | -20
O=C(Nc1c(C(=O)N2CCCCCC2)cnn1-c1ccccc1)c1ccc(Br)cc1 | 3
CCS(=O)(=O)c1nnnn1-c1ccccc1 | -17
C#CCn1cc(/C=C(/C#N)C(=O)Nc2ccc(OC)cc2)c2ccccc21 | 10
O=C(/C=C/c1ccc(F)cc1)N1CCN(Cc2ccccc2)CC1 | -2
COc1ccc(CN2CCN(C(=O)c3ccc(F)cc3)CC2)c(OC)c1OC | 20
O=[N+]([O-])c1cc(-n2ncnc2-c2ccc3c(c2)OCO3)ccc1F | 9
O=C(Nc1cccc2nsnc12)c1cccc(Br)c1 | -30
CC(=O)Oc1ccc(-c2cccc(C(=O)NCCO)c2)cc1 | -12
C=CCN(c1ccc(C(=O)O)cc1)S(=O)(=O)c1ccc(NC(=O)OC)cc1 | 10
N#C/C(=C/c1cccc(O)c1)C(=O)Nc1cccc(Br)c1 | 7
Clc1ccc(CSc2ncn[nH]2)cc1 | -12
CCCOC(=O)C1=C(C)NC2=C(C(=O)CC(c3ccc(OC)cc3)C2)C1c1ccc(OCc2ccccc2)c(OC)c1 (centres undefined) | -22
Cc1ccc(/C=N/NC(=O)c2ccccc2C)cc1 | -5
C/C(=N\Nc1cccc2cccnc12)c1cc([N+](=O)[O-])cs1 | -26
COc1ccc(C2C3C(=O)N(c4ccc(F)cc4)C(=O)C3ON2c2ccccc2)cc1 (centres undefined) | -35
O=C(NC12CC3CC(CC(C3)C1)C2)c1ccccc1 | -11
CCC/C(O)=C1\C(=O)CC(C)(C)CC1=Nc1ccc(OC)cc1 | -2
O=C(Nc1ccc2nn(-c3ccc(Cl)cc3)nc2c1)c1ccccc1 | 5
COc1ccc(NC(=O)NC(c2ccccc2)c2ccccc2)cc1OC | 10
O=C(Nc1nnc(SCc2ccccc2)s1)c1cccc2ccccc12 | -9
Cc1ccc(C(=O)Nc2nc3ccccc3n2C)cc1 | -16

# Next part:
SMILES | VHR inh color
COc1ccc(NC(=O)c2nn3c(C(F)(F)F)cc(-c4ccco4)nc3c2Cl)c(OC)c1 | -18
COc1cc(/C=C2\C(=O)ON=C2c2ccccc2)cc(OC)c1OC | -8
Cc1cc(OCC(=O)Nc2ccccc2CO)ccc1Br | 0
Cc1cc(F)c(F)c(C(=O)N2CCOCC2)c1Cl | 9
O=C(c1ccc(-c2ccccc2)cc1)N1CCN(Cc2ccc(Cl)cc2)CC1 | -18
CC(C)(C)NC(=O)c1cnn2c1NC(c1ccc(F)cc1)CC2C(F)(F)F (centres undefined) | -23
CC(NC(=O)CSc1ncc(-c2ccccc2)[nH]1)c1ccccc1 (centres undefined) | -12
CCC(Oc1ccccc1)C(=O)Nc1cc(Cl)ccc1Cl (centres undefined) | 2
CC(C)(C)c1cc(N2C(=O)C(=O)/C(=C(\O)c3ccccc3)C2c2cccc([N+](=O)[O-])c2)no1 (centres undefined) | 10
O=C(N/N=C/c1cc(Br)ccc1O)NC12CC3CC(CC(C3)C1)C2 | -3
CCOC(=O)c1c(-c2ccccc2)csc1NC(=O)c1ccccc1I | -17
COc1ccc(Br)cc1CN1CCN(Cc2cccc([N+](=O)[O-])c2)CC1 | -1
CCN(CC)CCNC(=O)COc1ccccc1O | -29
COc1cc(NC(=O)c2cnn3c2NC(c2ccco2)CC3C(F)(F)F)c(OC)cc1Cl (centres undefined) | 8
COc1ccc(C(=O)Nc2ccccc2)cc1NC(C)=O | -3
O=C(CN1C(=O)/C(=C/c2ccccc2)SC1=S)Nc1cccc(C(=O)O)c1 | -12
Cc1nn(CC(=O)N2CCCC2)c(C)c1[N+](=O)[O-] | 24
O=C1/C(=C/c2ccccc2)SC(=S)N1/N=C/c1ccccc1 | -20
CCOP(=O)(OCC)/C(=N/OC(=O)c1ccccc1C)C(N)=O | 6
C=CCOc1ccc(/C=C2/C(=O)NC(=S)N(CC=C)C2=O)cc1OCC | 12
COc1ccc(C2CC(=O)C3=C(C2)Nc2ccccc2NC3c2ccc(OCc3ccccc3)cc2)cc1 (centres undefined) | -2
Cc1ccccc1N1C(=O)NC(=O)/C(=C/c2cn(CC(=O)Nc3ccccc3)c3ccccc23)C1=O | 85*
CC(=O)NNC(=O)COc1ccc(C)cc1 | 0
COc1ccc(S(=O)(=O)Nc2ccc(C)cn2)cc1 | -16
Cc1cc(OCC(O)CNC(C)C)cc(C)c1Cl (centres undefined) | -5
COc1ccc(/C=C2\SC(=S)N(NC(=O)c3ccccc3Br)C2=O)cc1OC | -3
CCOc1cc(C2C3=C(CC(C)(C)CC3=O)OC3=C2C(=O)CC(C)(C)C3)ccc1OCc1ccccc1F | -6
O=C(Nc1ccc(Cl)cc1)C(c1ccccc1)c1ccccc1 | -7
O=C(COc1ccc(F)cc1)N1CCN(C(=O)COc2ccc(F)cc2)CC1 | -1
CC(C)/C=C1\CCCC\C1=N/NC(N)=O | -30

# Some of these compounds in order of length of the SMILES, highest first.
SMILES | VHR inh color
C=CCOc1ccc(/C=C2/C(=O)NC(=S)N(CC=C)C2=O)cc1OCC | 12
O=C1/C(=C/c2ccccc2)SC(=S)N1/N=C/c1ccccc1 | -20
Cc1nn(CC(=O)N2CCCC2)c(C)c1[N+](=O)[O-] | 24
O=C(Nc1ccc(Cl)cc1)C(c1ccccc1)c1ccccc1 | -7
COc1ccc(S(=O)(=O)Nc2ccc(C)cn2)cc1 | -16
Cc1cc(OCC(O)CNC(C)C)cc(C)c1Cl (centres undefined) | -5
CC(C)/C=C1\CCCC\C1=N/NC(N)=O | -30

# New compounds follow
SMILES | VHR inh color
COc1ccccc1/C=c1/sc2nc3c(Br)c(C)c(C)cc3n2c1=O | -9
COC(=O)c1ccccc1NC(=O)CN(c1cccc(OC)c1)S(=O)(=O)c1ccccc1 | -22
O=C(O)Cc1nonc1NCn1nnc2ccccc21 | -25
Cc1cccc(N2C(=O)c3ccc4c5c(ccc(c35)C2=O)CC4)c1C | -28
Cc1ccccc1CN1CCN(Cc2ccncc2)CC1 | 36
Cc1ccc(NC(=O)Cc2nnc(NC(=O)Nc3cccc(Cl)c3)s2)cc1 | -16
CC(=O)c1ccc(OC(C)C)c(CSc2nc(O)cc(=O)[nH]2)c1 | -2
O=C1CSC(=S)N1N1C(=O)C2C3C=CC(C3)C2C1=O (centres undefined) | 8
CCOC(=O)c1ccc(NC(=O)c2cc(OCC)cc(OCC)c2)cc1 | -15
C1=CC2CC1CC2CN1CCN(Cc2c[nH]c3ccccc23)CC1 (centres undefined) | -14
Cc1cc(/C=C2/SC(=S)N(CC(=O)O)C2=O)c(C)n1-c1ccc([N+](=O)[O-])cc1 | 7
CC(Oc1ccccc1)C(=O)Nc1cc(Cl)cc(Cl)c1 (centres undefined) | 21
O=[N+]([O-])c1ccc(N2CCN(S(=O)(=O)c3ccc(Cl)cc3)CC2)c(C(F)(F)F)c1 | 0
Cc1cc(O)ccc1Nc1nc2ccccc2nc1Nc1ccc(O)cc1C | 19
O=C(Nc1cccc(Cl)c1)C1(c2ccccc2)CC1(Cl)Cl (centres undefined) | -15
CCCCN=C1CC(C)(C)C(C(=O)OC)C(O)=C1C(=O)CCC (centres undefined) | -6
Cc1ccc(C)n1-c1ccccc1C(=O)O | -7
C#Cc1cccc(NC(=O)c2cccc(OC)c2)c1 | -13
COCCNC(=O)c1cc(C(=O)OC)cc([N+](=O)[O-])c1 | -12
O=C1C2C3C=CC(O3)C2C(=O)N1Cc1ccccc1 (centres undefined) | -1
O=C1NC(=O)C(=Cc2cc(Br)ccc2OCc2cccc3ccccc23)C(=O)N1 | -3
O=C(NCc1ccncc1)C(=O)Nc1nccs1 | -17
COc1ccc(NC(=O)c2cc3ccccc3oc2=O)c(OC)c1 | -54
COc1cccc(NC2=C(Cl)C(=O)N(c3ccccc3C)C2=O)c1 | -2
COc1ccc(CN2CCN(Cc3cc(Br)ccc3OC)CC2)c(OC)c1 | 4
COC(=O)C1=C(C)N(c2ccc(Cl)cc2)C(=O)/C1=C\c1ccccc1O | 6
CCN1C(=O)/C(=C2\SC(=S)N(c3ccccc3)C2=O)c2ccccc21 | -10
O=C(NCCOc1ccccc1F)c1cccc2ccccc12 | -11
O=C(O)CSc1ncnc2c1oc1ccccc12 | -35
Cc1nccn1S(=O)(=O)c1ccc(Cl)cc1Br | -14
CCC(C)c1ccc(NC(=O)c2c(-c3ccccc3Cl)noc2C)cc1 (centres undefined) | -20
O=C(CSc1n[nH]c(-c2ccccc2)n1)c1cccc([N+](=O)[O-])c1 | 25
O=C(Nc1ccc2oc(-c3cccnc3)nc2c1)c1cc(I)ccc1Cl | 3

# This is a subset. The share of hits here may be higher or lower than overall.
